AHR act = activates the human aryl hydrocarbon receptor; P35869; AHR-responsive luciferase reporter cells, luminescence; activation, % at 5 µM; hit rate 2.5% among 320,000; AID 2796; in the data active = activation above about 47%;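 note: 0% = vehicle wells and 100% = reference agonist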
EBNA-1 inhibitor = blocks EBNA-1 binding to DNA | hit rate 0.34% among 300,000 | EBNA-1 DNA binding, fluorescence polarization | inhibition, % at 14.8 µM; in the data active = inhibition above about 28%
RPL19A-GFP yeast = modulators of TOR pathway RPL19A-GFP in S. cerevisiae | percent response vs DMSO, % at 10 µM | AID 2025 | hit rate 0.3% among 330,000 | S. cerevisiae RPL19A-GFP strain, flow cytometry, 3 h; stronger effect = lower value;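 active = percent response vs DMSO below 50%; inconclusive = fewer than 70 events counted for the yeast strain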;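 note: median channel GFP fluorescence of the barcoded RPL19A-GFP strain; ratio of sample median GFP to plate DMSO average so 100% = DMSO; lower means less RPL19A-GFP as with rapamycin TOR inhibition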
LAP4 TOR yeast = alters LAP4-GFP fluorescence in TOR pathway yeast screen; S. cerevisiae LAP4-GFP multiplex, flow cytometry GFP, 3 h; median GFP as percent of DMSO wells; GFP response vs DMSO, % at 10 µM; hit rate 0.34% among 320,000;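 active = GFP response vs DMSO above a set limit, about the screen mean plus 3 SD, cut at about 150% in these data; inconclusive = under 70 cell events counted for the yeast strain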
MEP2-GFP yeast = modulators of TOR pathway MEP2-GFP in S. cerevisiae. S. cerevisiae MEP2-GFP strain, flow cytometry GFP, 3 h; 100% = DMSO control level. GFP response vs DMSO, % at 10 µM. hit rate 0.51% among 330,000. AID 2016;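 active = GFP response versus DMSO above a set limit, roughly screen mean plus 3 SD, cut at about 180% in these data; inconclusive = fewer than 70 cells counted for a yeast strain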;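 note: median GFP fluorescence of the barcode-gated MEP2-GFP cells per well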
proCasp3 act = activators of human procaspase-3; recombinant procaspase-3 D3A, Ac-DEVD-pNA absorbance 405 nm; P42574; AID 463141; activation, % at 8.5 µM; hit rate 0.11% among 330,000;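 active = activation above the mean of all tested compounds plus 3 SD, cut at about 21% in these data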;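 note: 0% = DMSO alone and 100% = DMSO wells spiked with extra 5 µM PC-3 D3A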
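System: Procaspase-3 D3A mutant. Medium: Zinc-free 300 mM NaCl, 50 mM HEPES, 0.01% Triton X-100. Schedule: 1 h preincubation plus 2 h reaction at 25 °C. Measured by: 405 nm absorbance of p-nitroaniline, reads at 0 and 120 min. Read-out: percent activation relative to control range.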
ZTA counter = blocks Epstein-Barr virus ZTA, an EBNA-1 counter-screen | ZTA-DNA binding, fluorescence polarization | inhibition, % at 11 µM | hit rate 0.15% among 320,000 | AID 2234; in the data active = inhibition above about 33%
proCasp7 act = counter-screen for procaspase-3 activators: activators of human procaspase-7 | AID 463210 | P55210 | activation, % at 8.5 µM | hit rate 0.093% among 330,000 | recombinant procaspase-7, Ac-DEVD-pNA absorbance 405 nm; D23A/D198A/D206A triple mutant, cannot self-cleave; scale: DMSO 0, 5 µM enzyme 100;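 active = percent activation above the screen-wide mean plus 3 SD, cut at about 25% in these data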
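Assay system: Uncleavable procaspase-7 mutant enzyme | Input: 2 µM procaspase-7 mutant as dispensed | Timing: 1 h compound preincubation, 2 h substrate cleavage, 25 °C | Repeats: One well per compound | Control set: DMSO wells as 0%, DMSO with 5 µM added PC-7 as 100% | Technique: Epi-absorbance of released pNA at 405 nm, two timepoints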
Numbers without * were called inactive; ? = inconclusive; . = not tested or not shown; [ ] = dose if it differs, or a comment.

SMILES | AHR act | EBNA-1 inhibitor | RPL19A-GFP yeast | LAP4 TOR yeast | MEP2-GFP yeast | proCasp3 act | ZTA counter | proCasp7 act
Cc1cnc(C(=O)OC(C(=O)c2c[nH]c3ccccc23)c2ccccc2)cn1 (stereo unspecified) | 9 | -8 | 102 | 109 | 106 | 3 | 3 | 7
Cc1ccc(Cn2nc(C)c(NC(=O)C3(C)CC3(Br)Br)c2C)cc1 (stereo unspecified) | -1 | 9 | 97 | 102 | 105 | 7 | 4 | 5
CCSCc1nnc(SCC(=O)c2ccc(OC)cc2)n1C | 3 | 4 | 90 | 93 | 94 | 3 | -6 | 6
O=C(O)CCCC(=O)Nc1cccc(-c2nc3ccccc3[nH]2)c1 | 0 | 9 | 103 | 102 | 103 | 1 | -6 | 3
CCCNC(=O)NC(=O)COC(=O)CNS(=O)(=O)/C=C/c1ccccc1 | -1 | 8 | 112 | 99 | 107 | 1 | 10 | 8
Cc1cc([N+](=O)[O-])nn1CC(=O)NNC(=S)Nc1ccc(Cl)cc1 | 7 | 6 | 102 | 101 | 100 | -1 | 1 | -2
C=CCNC(=O)COc1coc(CN2CCN(Cc3ccccc3)CC2)cc1=O | 1 | -14 | 99 | 92 | 90 | 3 | -10 | 7
O=S1(=O)CCOC[C@H](CC2CCCCC2)N1Cc1cccc(Cl)c1 | 8 | 6 | 107 | 117 | 96 | 4 | -18 | -2
CC(C)C[C@H](NC(=O)C1CC(=O)N(c2ccc3c(c2)OCO3)C1)C(=O)NC1CCCCC1 (stereo partly specified) | 0 | -3 | ? | 70[may fluoresce red] | ? | 1 | -8 | 1
Cc1ccc(C(=O)CN2C(=O)NC3(CCOc4ccccc43)C2=O)s1 (stereo unspecified) | 16 | . | 94 | 99 | 102 | -5 | 0 | 6
O=C1CC(NS(=O)(=O)c2cccnc2)CN1c1ccc(Cl)cc1 (stereo unspecified) | -2 | -3 | 100 | 115 | 96 | 8 | -4 | 3
CCCNC(=O)Cc1ncn[nH]1 | 0 | 8 | 98 | 104 | 104 | -4 | 4 | 11
CC(=O)N1CCCc2cc(S(=O)(=O)N(C)Cc3ccccc3)ccc21 | -1 | -3 | 98 | 100 | 98 | 0 | -4 | 3
COCCN(C(=O)c1snc(C(N)=O)c1N)C(C(=O)NC1CCCCC1)c1ccc(OC)c(OC)c1 (stereo unspecified) | -3 | 3 | 114 | 100 | 113 | -1 | -8 | -1
CCOC(=O)c1cccc(N2C(=O)C3C4C=CC(CC4)C3C2=O)c1 (stereo unspecified) | 1 | -7 | 99 | 91 | 101 | -6 | 2 | 2
Cc1ccccc1C(=O)c1cccn1CC(=O)NCCN1CCN(c2cccc(C)c2C)CC1 | -1 | -1 | 102 | 106 | 103 | 4 | -12 | 6
COc1ccc(N2CCN(C3CC(=O)N(Cc4ccccc4)C3=O)CC2)cc1 (stereo unspecified) | 1 | -11 | 99 | 91 | 100 | -1 | -9 | 2
O=C1CC(C(=O)N2CCCc3ccccc32)CN1c1ccc(F)cc1 (stereo unspecified) | -1 | 0 | 100 | 101 | 101 | 5 | 7 | -5
Cc1ccc2c(c1)COc1c3ccc(C(=O)N4CCOCC4)cc3nn1-2 | -6 | 0 | 106 | 112 | 101 | 6 | 1 | -3
O=C(NCCc1ccc(Cl)cc1)c1cccc(N2CCCC2=O)c1 | 7 | -4 | 101 | 86 | 108 | 13 | -1 | 6

2 neighbouring entries out of the list so far:
SMILES | AHR act | EBNA-1 inhibitor | RPL19A-GFP yeast | LAP4 TOR yeast | MEP2-GFP yeast | proCasp3 act | ZTA counter | proCasp7 act
Cc1ccc2c(c1)COc1c3ccc(C(=O)N4CCOCC4)cc3nn1-2 | -6 | 0 | 106 | 112 | 101 | 6 | 1 | -3
O=C(NCCc1ccc(Cl)cc1)c1cccc(N2CCCC2=O)c1 | 7 | -4 | 101 | 86 | 108 | 13 | -1 | 6

(cont.)
SMILES | AHR act | EBNA-1 inhibitor | RPL19A-GFP yeast | LAP4 TOR yeast | MEP2-GFP yeast | proCasp3 act | ZTA counter | proCasp7 act
Cc1ccccc1CC1(CO)CCCN(Cc2ccc(C#CC(C)(C)O)cc2)C1 (stereo unspecified) | 2 | 6 | 101 | 97 | 106 | 0 | -7 | 3
Cc1cc(C)nc(NC(=O)c2ccc(C)o2)n1 | 3 | 2 | 101[may fluoresce green] | 98[may fluoresce green] | 106[may fluoresce green] | -2 | 2 | -5
Cc1ccc(C)c(S(=O)(=O)N2CCN(C(=O)c3ccc(OCc4c(C)noc4C)cc3)CC2)c1 | -1 | 0 | 102 | 116 | 102 | 3 | -18 | 0
O=S(=O)(c1ccccc1Cl)N1CCCC1c1nc(-c2ccccc2Cl)no1 (stereo unspecified) | 9 | -8 | 98 | 103 | 99 | 6 | 9 | -6
Cc1ccnc(NS(=O)(=O)c2ccc(N3C(=O)C4CCCCC4C3=O)cc2)n1 (stereo unspecified) | -2 | 0 | 105 | 94 | 107 | 0 | 12 | 1
CC(CCc1ccccc1)NC(=O)c1cccs1 (stereo unspecified) | 2 | -13 | 107 | 97 | 94 | 3 | 4 | -2
CC(=O)c1cccc(NC(=O)CSc2nc(N3CCCCC3)nc(N3CCCCC3)n2)c1 | 2 | -9 | 90 | 95 | 92 | -7 | 11 | 4
C=CCNC(=O)c1nc2ccccc2s1 | 15 | 6 | 103 | 102 | 105 | 0 | -9 | -4
COCCCN=C1NN=C(c2cc(C)n(Cc3ccccc3Cl)c2C)CS1 | 2 | 8 | 94 | 98 | 95 | -5 | -4 | -2
CCOc1ccc(NC(=O)CN(C)C(=O)c2cc(S(=O)(=O)N3CCCCC3)ccc2Cl)cc1OCC | 6 | -5 | 101 | 100 | 102 | 4 | -12 | 7
COc1cc(OC)cc(C(=O)Nc2ccc(S(=O)(=O)Nc3ncccn3)cc2)c1 | 0 | -5 | 94 | 115 | 103 | 9 | 2 | 6
O=C(N/N=C/c1ccc(OCc2ccccc2)cc1)c1cc[n+](Cc2ccccc2)cc1 | 1 | -7 | 97 | 100 | 97 | 7 | 6 | -7
COc1ccc(/C=C/C(=O)O)cc1S(=O)(=O)N1CCC(C)CC1 | 1 | 6 | 100 | 104 | 94 | -3 | 11 | 1
CCOc1cc2c(cc1OCC)C(C(=O)O)C(c1ccc(OC)c(O)c1)N(C)C2=O (stereo unspecified) | 5 | 5 | 97 | 97 | 100 | -16 | 14 | -4
Cc1cccc(C)c1OCc1nnc(SCC(=O)Nc2ccc(N3CCOCC3)cc2)o1 | 2 | 4 | 105 | 92 | 102 | 1 | -18 | 10
CC(=O)c1cccc(NC(=O)CN(C)S(=O)(=O)c2cccc3nsnc23)c1 | 9 | -14 | 97 | 91 | 91 | 8 | 8 | 2
Cc1ccc2oc(-c3cccc(N)c3)nc2c1 | 110* | -12 | 95 | 103 | 94 | -6 | -8 | -1
OCc1cn(-c2ccccc2)nc1-c1ccc2c(c1)OCCO2 | 16 | -4 | 98 | 95 | 89 | 4 | -5 | -8
C=CCN1c2ccccc2[C@]23C[C@@H](C(=O)OC)N(C(C)=O)C2=NC(C(=O)OC)=C(C(=O)OC)[C@H]13 | 0 | -7 | 103 | 125 | 89 | -2 | 6 | 5
O=C(NCCOc1ccccc1)c1n[nH]c(=O)c2ccccc12 | 2 | 8 | 100 | 107 | 102 | 2 | -2 | 3

Five entries out of the list above, ordered by their value in RPL19A-GFP yeast, highest first.
mol	AHR act	EBNA-1 inhibitor	RPL19A-GFP yeast	LAP4 TOR yeast	MEP2-GFP yeast	proCasp3 act
O=C(NCCOc1ccccc1)c1n[nH]c(=O)c2ccccc12	2	8	100	107	102	2
OCc1cn(-c2ccccc2)nc1-c1ccc2c(c1)OCCO2	16	-4	98	95	89	4
O=C(N/N=C/c1ccc(OCc2ccccc2)cc1)c1cc[n+](Cc2ccccc2)cc1	1	-7	97	100	97	7
Cc1ccc2oc(-c3cccc(N)c3)nc2c1	110*	-12	95	103	94	-6
COc1cc(OC)cc(C(=O)Nc2ccc(S(=O)(=O)Nc3ncccn3)cc2)c1	0	-5	94	115	103	9

Remaining list, next part
SMILES | AHR act | EBNA-1 inhibitor | RPL19A-GFP yeast | LAP4 TOR yeast | MEP2-GFP yeast | proCasp3 act | ZTA counter | proCasp7 act
CCCOC(=O)c1c(-c2ccccc2)nc(CC)c(C(=O)SCC)c1CCC | 3 | -4 | 95 | 98 | 94 | 5 | -2 | -3
Cc1ccc(S(=O)(=O)Nc2ccccn2)cc1[N+](=O)[O-] | -2 | 10 | 97 | 98 | 99 | 0 | 11 | 5
CCCC(=O)CN1C(=O)C2(OCCO2)c2ccccc21 | 1 | -2 | 101 | 99 | 103 | 5 | -7 | 0
Cn1c(SCc2ccccc2Br)nc2ccccc2c1=O | 1 | -3 | 104 | 87 | 112 | -5 | 7 | 4
CCCCN1C2CCCC1CC(NC(=O)c1cccc(Cl)c1)C2 (stereo unspecified) | 1 | -1 | 94 | 86 | 95 | -1 | -4 | 15
O=C(COC(=O)COc1ccc(Cl)cc1)NCCCc1ccccc1 | 0 | . | 104 | 112 | 107 | 10 | . | 3
O=C(NCc1ccc(F)cc1)C1CCCN(c2cnccn2)C1 (stereo unspecified) | 52* | -24 | 98 | 95 | 93 | 1 | -6 | 8
COCC(=O)N1CCC(Oc2ccc(C(=O)N3C[C@@H](C)O[C@@H](C)C3)cc2)CC1 | -2 | 10 | 114 | 95 | 99 | 3 | 8 | 6
Nc1c(C(=O)c2ccccc2)sc2nsc(SCCN3CCOCC3)c12 | -1 | -4 | 93 | 98 | 96 | -29 | -4 | -25
COc1cccc(-c2cc(C(=O)Nc3cc(C)on3)no2)c1 | -1 | 3 | 96 | 97 | 101 | 7 | 15 | 0
CCn1c(=N)n(CC(=O)c2ccco2)c2ccccc21 | 18 | -7 | 99 | 93 | 97 | 0 | 6 | -3
O=[N+]([O-])c1cccnc1Oc1ccc(F)cc1F | -1 | 3 | 98 | 106 | 90 | -2 | 2 | 7
CCOc1ccccc1/C=C(\NC(=O)c1ccccc1)C(=O)NCCC(=O)O | 1 | -6 | 99 | 96 | 94 | -2 | 0 | -12
Cc1ccc(Nc2ncnc3sc(C)c(C)c23)cc1C | 13 | 3 | 91 | 95 | 100 | -6 | 2 | 10
COC(=O)c1c(NC(=O)Cc2cccs2)sc2c1CCC(C)C2 (stereo unspecified) | 2 | 8 | 97 | 104 | 99 | 0 | 11 | -11
COC(=O)CCCCCC(CCC(=O)OC)NC(C)=O (stereo unspecified) | -4 | -10 | 101 | 103 | 105 | 2 | 3 | 5
Cc1cc(NC(=O)C(C)SCC(=O)Nc2ccccc2OC(F)F)no1 (stereo unspecified) | 2 | -13 | 95 | 89 | 104 | -4 | -6 | -6
COc1ccc(Cl)cc1NC(=O)CN(C)C(=O)c1cccc(S(=O)(=O)N2CCN(C)CC2)c1 | 4 | . | 97 | 82 | 96 | 12 | . | 0
CC1=C(C(=O)N2CCCC(N3CCN(c4cccc(Cl)c4)CC3)C2)OCCO1 (stereo unspecified) | 1 | 5 | 108 | 81 | 110 | 4 | -3 | 13
CCOc1ccc(C(=O)Nc2ccc3nc(N4CCN(CC)CC4)cc(C)c3c2)cc1 | 2 | 4 | 102 | 95 | 105 | 5 | -3 | 4
O=c1cc(CSc2ccc(Cl)cc2)nc(N2CCCCC2)[nH]1 | 3 | -3 | 101 | 102 | 110 | 9 | 4 | 6
O=C1/C(=C/c2cccc([N+](=O)[O-])c2)CCc2ccccc21 | -5 | 1 | 102 | 90 | 93 | 6 | 7 | -4
COc1ccc(NC(=O)Nc2ccc3c(c2)C(=O)N([C@@H](C)CO)C[C@@H](C)[C@@H](CN(C)S(=O)(=O)c2cn(C)cn2)O3)cc1 | 1 | . | 95 | 92 | 95 | 3 | . | -7

Rows are unselected; any-hit rate near 3.8%.
